From PubChem
UBC9 SUMO inh = blocks human SUMOylation mediated by UBC9; P63279; HTRF SUMOylation assay, SAE1/SAE2 + UBC9, in vitro; inhibition, % at 35 µM; hit rate 0.36% among 290,000; AID 2006; in the data active means inhibition above about 50%, passing the limit was not always enough; inconclusive means no clear call, values can overlap the other calls; further: strong numbers were not always called active
PfM18AAP inh = blocks P. falciparum M18 aspartyl aminopeptidase | recombinant PfM18AAP, H-Glu-NHMec fluorogenic cleavage | inhibition, % at 7.35 µM | hit rate 1.2% among 290,000 | AID 1822;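 active means inhibition above the campaign mean inhibition over all tested compounds plus 3 SD, cut at about 28% in these data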;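 further: 0% = plate median of test compound wells and 100% = 2 mM ZnCl2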
IDE cell activ = boosts human insulin-degrading enzyme activity in HEK cells; P14735; hit rate 0.073% among 340,000; activation, % at 5.96 µM; FAbeta-B cleavage, fluorescence polarization; 0% vehicle, 100% cell-free pure enzyme wells;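 active means activation above the mean of all tested compounds plus 3 SD, set per screening campaign, cut at about 17% in these data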
Target sequence (P14735 whole entry, looked up): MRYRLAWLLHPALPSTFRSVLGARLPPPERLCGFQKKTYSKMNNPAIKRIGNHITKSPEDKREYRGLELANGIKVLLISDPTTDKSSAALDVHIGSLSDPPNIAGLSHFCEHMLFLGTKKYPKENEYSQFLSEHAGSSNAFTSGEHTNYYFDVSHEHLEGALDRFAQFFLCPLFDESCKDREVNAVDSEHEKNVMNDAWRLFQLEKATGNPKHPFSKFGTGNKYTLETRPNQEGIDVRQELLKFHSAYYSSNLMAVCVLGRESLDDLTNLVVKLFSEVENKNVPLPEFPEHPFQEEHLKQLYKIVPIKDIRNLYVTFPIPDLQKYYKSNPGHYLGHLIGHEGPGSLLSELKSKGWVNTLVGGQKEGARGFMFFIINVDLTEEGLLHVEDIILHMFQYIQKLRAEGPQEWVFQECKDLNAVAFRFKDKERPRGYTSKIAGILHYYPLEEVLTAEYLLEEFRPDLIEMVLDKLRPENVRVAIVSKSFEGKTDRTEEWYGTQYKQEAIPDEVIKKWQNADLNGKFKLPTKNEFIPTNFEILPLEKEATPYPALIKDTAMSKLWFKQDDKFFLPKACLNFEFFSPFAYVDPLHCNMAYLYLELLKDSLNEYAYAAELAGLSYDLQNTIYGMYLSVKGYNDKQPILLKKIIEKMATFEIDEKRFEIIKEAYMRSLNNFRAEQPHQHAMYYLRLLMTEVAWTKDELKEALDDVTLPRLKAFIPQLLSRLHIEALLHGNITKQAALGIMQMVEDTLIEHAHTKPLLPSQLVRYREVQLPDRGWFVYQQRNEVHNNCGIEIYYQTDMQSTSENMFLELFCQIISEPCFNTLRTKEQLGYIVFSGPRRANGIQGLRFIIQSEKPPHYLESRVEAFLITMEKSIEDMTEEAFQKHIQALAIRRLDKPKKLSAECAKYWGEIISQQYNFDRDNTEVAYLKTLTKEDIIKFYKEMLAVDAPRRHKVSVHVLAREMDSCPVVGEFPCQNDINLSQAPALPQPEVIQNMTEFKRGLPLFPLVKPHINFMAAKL
MEKK2mut PB1 HTS = signal of MEK5 binding to mutant human MEKK2 PB1 domain; bead flow cytometry, Alexa488-MEK5 binding to MEKK2 mutant; hit rate 0.35% among 290,000; percent response, % at 10 µM; AID 1530; in the data active means percent response above about 24%, passing the limit was not always enough; further: inactives centre near 1; some results filed as inactive read as strong as hits; reference of the scale not given here
MEKK3 PB1 HTS = MEKK3-MEK5 PB1 interaction, increase or decrease; hit rate 1.4% among 290,000; Q99759; AID 1529; binding response (% of control), % at 10 µM; bead-based flow cytometry, Alexa488-MEK5 binding to MEKK3; actives lie on both sides; 0 = blocked by unlabeled MEK5, 100 = vehicle;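 active means binding response more than 3 SD above or below the average of its plate-row segment, actives on both sides; inconclusive means wells at one plate position flagged as instrument error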;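 further: Alexa488 bead fluorescence after subtracting the streptavidin-only scavenger bead signal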
IDE cell inh = inhibits human insulin-degrading enzyme in HEK cells | P14735 | FAbetaB cleavage, fluorescence polarization | inhibition, % at 5.59 µM | hit rate 0.41% among 320,000 | AID 434962;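 active means percent inhibition above the average of all tested compounds plus 3 SD, set per screening campaign, cut at about 16% in these data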;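 further: IDE supplied by intact live HEK cells; FP after avidin binding of uncleaved biotin substrate so inhibition keeps polarization high; 0% = DMSO wells and 100% = 60 µM reference IDE inhibitor Ii1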
MEKK2 WT-MEK5 = raises or lowers MEK5 binding to wildtype human MEKK2 PB1 domain; hit rate 1.1% among 290,000; bead flow cytometry, Alexa488-MEK5 binding to MEKK2 WT; actives lie on both sides; binding response (% of control), % at 10 µM; AID 1531; Q9Y2U5; in the data active means binding response below about 67% or above about 130%; inconclusive means no clear call, values can overlap the other calls; inactive means in between
p-CIP stab down = lowers stability of the mouse p/CIP coactivator protein; Q05BA5; decrease of EGFP signal, % at 10 µM; F442A p/CIP-EGFP cells, EGFP fluorescence, 16 h; hit rate 0.01% among 290,000;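 active means EGFP signal decrease of at least 30% at 10 µM or well 3 SD below plate mean, unless failing retest; inactive means the rest, including hits failing retest or dose response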; further: some compounds called inactive have numbers as strong as hits; many of its hits are not listed in these tables
NALP1 inh = NALP1 inhibition; inhibition, % at 10 µM; S. cerevisiae NALP1/ASC/caspase-1 growth, X-gal OD620, 72 h; hit rate 0.61% among 280,000; in the data active means inhibition mostly above about 24%, no sharp cut-off; inactive means mostly below about 32%; further: some compounds called inactive have numbers as strong as hits
The depositor's hits bear a star; ? = inconclusive; · = not tested or not shown; [ ] = remark or other dose. Only part of the results is shown; the hit share may differ from the screen's.

SMILES	UBC9 SUMO inh	PfM18AAP inh	IDE cell activ	MEKK2mut PB1 HTS	MEKK3 PB1 HTS	IDE cell inh	MEKK2 WT-MEK5	p-CIP stab down	NALP1 inh
O=S(=O)(c1ccc(NC(=S)Nc2ccccc2)cc1)N1CCOCC1	6	1	-4	2	107	9	104	-2	23
Cc1cc(C)cc(OCC(=O)Nc2ccccc2C(=O)N2CCOCC2)c1	6	-2	3	2	97	1	102	1	0
COc1ccccc1/C=C/C=N/n1c(-c2ccc(C)cc2)n[nH]c1=S	12	7	-1	-2	96	1	92	1	14
CC(C)[C@@H](C(=O)N[C@@H](C(=O)O)c1ccccc1)N1C(=O)N2CCc3c([nH]c4ccccc34)[C@@]2(C)C1=O	1	-3	7	0	95	4	98	0	-2
Cc1nn(CC#N)c(=O)n1-c1cccc(F)c1	4	-1	4	4	100	5	106	-10	-1
CN(C)CCNC(=O)c1c(CSc2ccc(Cl)cc2)noc1C(=O)NCc1ccccc1	·	·	-2	9	106	-4	125	·	·
O=C(COC(=O)c1cc(=O)[nH]c(=O)[nH]1)NCc1ccccc1	-10	-1	4	17	99	0	109	-17	21
CN(CC(=O)NCc1ccc(F)cc1)S(=O)(=O)c1ccc2c(c1)n(C)c(=O)c(=O)n2C	12	-3	9	0	99	1	100	-10	-4
Cc1cccc2c1N(CCCOc1ccc(C(C)(C)C)cc1)C(=O)C2=O	-2	1	6	-5	100	-1	92	0	7
Cn1c(=O)[nH]c(=O)c2c1nc(Br)n2CCCSc1nc2ccccc2o1	0	-3	7	-5	89	0	93	-13	-4
CN=c1scc(-c2cccs2)n1/N=C/c1ccc(O)c(O)c1O	27	31*	-12	29	101	5	121	-6	-2
CCCCC(CC(O)COCCC)C(=O)NN (stereo unspecified)	-12	1	-1	-6	95	7	86	4	-2
COc1ccccc1-n1cnc(N)c1C(=O)c1ccccc1	15	-1	6	2	98	8	101	-14	-5
O=C(NC1(C(F)(F)F)NC(=O)N(Cc2ccccc2)C1=O)c1cccnc1 (stereo unspecified)	-17	-10	6	0	99	1	103	2	-2
CCc1c(C)sc2nc3c(C(=O)N4CCOCC4)cc(C(=O)c4cc(F)ccc4O)cn3c(=O)c12	10	-8	-8	-10	83	10	76	3	-4
CS/C(=N\S(=O)(=O)c1cccs1)Nc1ccc(N2CCOCC2)cc1	-15	4	5	4	102	-1	100	-3	-10
Cc1ccc(NC2CCCN(C(=O)c3ccc(F)cc3)C2)cc1C (stereo unspecified)	-4	7	4	-3	99	6	101	0	12
COc1cc(/C=N/NC(=O)c2ccc(COc3cc(C)ccc3C(C)C)cc2)cc(OC)c1O	10	-3	3	0	99	5	99	-15	26
Cc1cccc(Nc2cc(C)c3c(O)cccc3n2)c1C	-25	5	1	-4	63	-3	98	0	60*
CC(C)C(=O)N1CCC2(CC1)Oc1ccc(F)cc1C(=O)C21CC(c2ccccc2)=NO1 (stereo unspecified)	20	·	6	3	97	-2	94	-10	12

Gathered by group, the entries above with an aryl thioether with sulfur outside any ring.
SMILES	UBC9 SUMO inh	PfM18AAP inh	IDE cell activ	MEKK2mut PB1 HTS	MEKK3 PB1 HTS	IDE cell inh	MEKK2 WT-MEK5	p-CIP stab down	NALP1 inh
CN(C)CCNC(=O)c1c(CSc2ccc(Cl)cc2)noc1C(=O)NCc1ccccc1	·	·	-2	9	106	-4	125	·	·
Cn1c(=O)[nH]c(=O)c2c1nc(Br)n2CCCSc1nc2ccccc2o1	0	-3	7	-5	89	0	93	-13	-4

Remaining list, next part
SMILES	UBC9 SUMO inh	PfM18AAP inh	IDE cell activ	MEKK2mut PB1 HTS	MEKK3 PB1 HTS	IDE cell inh	MEKK2 WT-MEK5	p-CIP stab down	NALP1 inh
CC(C)C(NC(=O)c1ccc(C(C)(C)C)cc1)C(=O)NC1=NCCS1 (stereo unspecified)	4	-10	4	-2	94	-1	96	-5	9
CCOc1ccc(C(=O)NCC(=O)OC2CCOC2=O)cc1OCC (stereo unspecified)	8	4	-5	1	101	-4	105	-4	13
O=c1c2c3c(sc2n2c(=S)[nH]nc2n1-c1ccccc1)CCC3	17	-1	·	-9	93	-1	97	-6	·
CCc1ccccc1NC(=O)COc1ccc(N2CC(C(N)=O)CC2=O)cc1 (stereo unspecified)	-5	2	1	-1	104	-1	103	-5	7
OCCN1CCN(C(=S)c2ccc(Br)cc2)CC1	4	30*	7	·	·	2	·	2	-7
Cc1ccc(CNc2ncnc3cc(Cl)ccc23)cc1	17	-13	-6	12	111	7	113	-17	21
Cn1c(CN2CCN(C(=O)c3ccc(F)cc3)CC2)nc2cc([N+](=O)[O-])ccc21	-11	2	-4	1	147*	3	106	6	30
COCCNC(=O)Cn1c(=O)n(Cc2ccco2)c(=O)c2ccccc21	18	-9	-4	6	120	3	119	-9	23
O=C(/C=C/c1cccs1)Nc1cccnc1	19	2	5	-1	92	3	96	-7	6
C/C=C\C=C/C(=O)Nc1cccc(C2=NOC3(C2)C[C@H](C(N)=O)N(C(=O)Cc2ccc([N+](=O)[O-])cc2)C3)c1 (stereo partly specified)	12	·	3	5	95	0	95	-5	·
CC(C)C(=O)Nc1cccc(NC(=S)NC(=O)c2cccs2)c1	11	15	0	4	97	8	98	-6	3
Cc1ccccc1CC1(CO)CCCN(C(=O)c2cc(-c3ccccc3)no2)C1 (stereo unspecified)	-16	1	2	-7	101	-1	90	-1	15
COc1cccc(NC(=O)c2cc(-c3cccnc3)nc3c(Cl)cccc23)c1	6	5	8	-5	95	-2	98	4	-2
N#Cc1c(SCC(=O)Nc2nc3ccc(Br)cc3s2)sc2c(O)cc(=O)[nH]c12	12	10	-6	2	100	-2	95	1	12
O=C(C[n+]1cc(-c2ccc(Cl)cc2)n2c1CCC2)N1c2ccccc2Sc2ccccc21	8	-4	1	29	100	-1	157*	0	-3
COc1cc2[nH]c(=S)n(NC(=O)c3ccccc3)c(=O)c2cc1OC	11	3	5	2	101	7	101	1	3
COC(=O)c1ccc(NS(=O)(=O)c2cc(-c3cc(C)no3)ccc2OC)cc1	7	-5	-1	1	98	2	99	10	23
O=C(O)C[C@@H]1C(=O)O[C@@H]2C(COC(=O)c3cc(O)c(O)c(O)c3)O[C@@H](OC(=O)c3cc(O)c(O)c(O)c3)[C@@H](OC(=O)c3cc(O)c(O)c4c3[C@H]1[C@H](O)C(=O)O4)[C@H]2OC(=O)c1cc(O)c(O)c(O)c1 (stereo partly specified)	?	·	·	-31	80	·	63	2	12
Cc1nc(NC(=O)CN2CC(C)OC(C)C2)sc1C(=O)N(C)C (stereo unspecified)	6	4	-1	8	105	3	109	1	-1
O=C(N/N=C/c1ccccc1O)c1cc(=O)[nH]c2ccccc12	15	9	·	0	108	-2	107	-32	-7
C=CCCC(=O)NC1CC(C)(C)Cc2c1cnn2-c1ccc(OC)cc1 (stereo unspecified)	-14	8	0	-1	93	-1	97	-3	14
O=c1c2sccc2nc(SCc2cc(=O)n3cc(Cl)ccc3n2)n1-c1ccc(F)cc1	-3	-2	5	13	99	-6	88	-1	14
CCN(CC)C(c1ccc(C)cc1)c1nnnn1C1CCCCC1 (stereo unspecified)	-14	4	4	0	101	-2	100	-5	36
COC(=O)c1cccc(C(=O)Nc2ccc(F)cc2)n1	5	-6	3	2	106	1	104	-9	16
N#CCCNS(=O)(=O)c1ccc(C(=O)OCC2CCCCC2)cc1	5	-3	6	-1	102	3	96	3	-5
Cc1nc2ccccc2c2oc(C(=O)Nc3ccc(C(C)C)cc3)cc12	-32	0	0	-12	104	6	101	-14	13
CN(C)CCCN(C(=O)c1sc2ccccc2c1Cl)c1nc2c(F)cccc2s1	-5	2	0	139*	110	-2	325*	1	12
CCOC(=O)CNC(=O)N1CCCC(N(C)CCc2ccccc2)C1 (stereo unspecified)	-4	12	5	1	102	-7	101	-1	16
CC(C)c1ccc(N(CC(=O)NCc2cccnc2)S(=O)(=O)c2ccccc2)cc1	-7	0	2	-2	102	3	101	0	8
O=C(NCCc1ccccc1)c1cc(=O)c2ccccc2o1	17	1	1	-1	96	-1	101	10	0
CCN(C(=O)c1ccco1)c1nnc(-c2ccc(OC)cc2)s1	8	1	-4	4	66*[inhibitor]	2	78	11	64
O=C(NCc1cccc(C(F)(F)F)c1)c1cc(-c2ccccc2)nn1CC1CC(c2cccnc2)=NO1 (stereo unspecified)	·	·	4	1	107	-5	100	·	·
CCN(Cc1cc2ccccc2[nH]c1=O)C(=O)C(C)C	6	-3	3	7	103	10	108	-5	8
CCCCCCc1ccc(OCC(=O)OC)cc1OCC(=O)OC	3	-8	3	-1	96	-1	96	-4	9
COc1cc2[nH]c(=S)nc(NCCCOC(C)C)c2cc1OC	-4	8	-5	1	101	-4	99	-5	8
CCOC(=O)C1(Cc2ccccc2C(F)(F)F)CCN(C2CCC2)CC1	-4	-3	3	3	103	-1	108	-1	6
O=C(NN1C(=O)/C(=C/c2cccnc2)SC1=S)C(c1ccccc1)c1ccccc1	-8	5	-4	5	102	5	102	-10	9
Cc1csc(NC(=O)CN2C(=O)C3CC=CCC3C2=O)n1 (stereo unspecified)	4	0	7	6	104	-1	108	6	2
O=C(O)C1CCC(N2C(=O)C3CCCCC3C2=O)CC1 (stereo unspecified)	3	-6	0	-3	100	-12	97	-3	-15
O=C(N/N=C/c1c[nH]c2ccccc12)c1cc(-c2ccc(-c3ccccc3)cc2)n[nH]1	26	-3	-13	-9	93	4	78	-4	8
COc1ccccc1N1CCN(S(=O)(=O)c2cc3c(cc2C)NC(=O)CO3)CC1	0	-1	1	2	102	7	102	0	-8
C=CCn1cc(C(=O)OC)c(=O)c2cc(S(=O)(=O)N(CC)CC)ccc21	2	0	2	1	103	1	101	-8	-12
CC1CC1c1ccc(/C=C(\C#N)C(=O)Nc2ccc(Cl)cc2Cl)o1 (stereo unspecified)	-9	-1	-9	1	92	2	91	-12	37
S=C(Nc1ccc(N2CCOCC2)cc1)Nc1ccc2snnc2c1	16	30*	4	-6	102	-5	96	10	6
O=C(/C=C/c1ccccc1)Oc1ccc(C(=S)N2CCOCC2)cc1	9	-2	-1	-1	100	-3	94	-2	44
CC1(C)Cc2c(cnn2-c2ccccc2)C(NC(=O)CCCn2cncn2)C1 (stereo unspecified)	9	-4	3	4	103	·	107	-28	10
c1ccc(Oc2nc(Oc3ccccc3)nc(N3CCOCC3)n2)cc1	15	-1	3	-14	87	3	94	-6	9
O=C(/C=C/c1ccc(-c2ccccc2[N+](=O)[O-])o1)c1ccccc1	19	4	-1	-6	100	-10	86	-14	30
COC(=O)CC1COc2ccccc2N1C(=O)c1cc(OC)c(OC)c(OC)c1 (stereo unspecified)	9	3	4	8	105	4	107	-2	2
Cc1cc(C)n(-c2cc(C)c(C)cc2Br)n1	-33	2	-2	3	105	3	106	5	7
COc1ccc(S(=O)(=O)NCc2ccccn2)cc1OC	17	3	5	-2	97	0	100	-3	-19
CCOC(=O)C1=C(CNCc2ccccc2Cl)NC(=O)NC1c1cccc([N+](=O)[O-])c1 (stereo unspecified)	2	-6	-17	-2	97	-3	93	-10	-4
Cn1c(CNC(=O)c2ccco2)nnc1SCC(=O)Nc1c(F)cc(F)cc1Br	9	-13	7	-4	99	-7	93	4	1
